KKLEB cytotox: counter-screen for CF NF-kB inhibitors: cytotoxicity. KKLEB CF airway cells viability, ATPlite luminescence, overnight; stronger effect = lower value; cells stimulated with P. aeruginosa culture filtrate. 360,000 tested, 0.36% active. activity change (cytotoxicity), % at 5 µM. AID 602141;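 active = corrected activity change at or below -50% at 5 µM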
Shn3 inh set2: inhibitors of Schnurri-3 3'UTR reporter in osteoblasts; 360,000 tested, 0.52% active; inhibition, % at 12.5 µM; AID 588674; Clone20 osteoblast Shn3 3'UTR firefly luciferase, 24 h;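 active = mean inhibition of at least 75% with every replicate also reaching 75%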;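 note: 0% = median of neutral control wells and 100% = pilot-screen positive control compound; some compounds past the cut are filed as inactive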
LMP1 NFkB inh: Epstein-Barr LMP1 NF-kappaB reporter inhibition. 350,000 tested, 0.69% active. AID 504558. inhibition, % at 12.5 µM. LMP1-induced NF-kappaB luciferase reporter cells, luminescence; in the data active = inhibition above about 41%;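 note: 0% = neutral control wells and 100% = reference inhibitor control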
HIF-2a inh: blocks HIF-2a reporter activity; 786-0 RCC cells HIF-2a reporter, luciferase luminescence, overnight; inhibition, % at 18.8 µM; 360,000 tested, 0.72% active;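 active = inhibition of the luminescence signal of 40% or more relative to plate controls, in a single-dose primary screen at 18.75 µM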
Peg3 promoter: reduces Peg3 promoter-driven luciferase expression in HeLa. HeLa PEG-Prom luciferase reporter, luminescence, overnight. inhibition, % at 20 µM. 360,000 tested, 1.7% active. AID 588405;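 active = inhibition of at least 50% at 20 µM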
TRPM1 prom inh: MITF TRPM1 promoter inhibition in SK-MEL-5 cells; 330,000 tested, 0.83% active; SK-MEL-5 TRPM1 promoter luciferase, 24 h; inhibition, % at 12.5 µM;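 active = mean inhibition across replicates of 60% or more, whatever share of single replicates reaches that level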; note: values of inactives mirror those of a sister screen read the other way
NR2E3 ag-1: agonists of human NR2E3 nuclear receptor | CHO-S Gal4-NCOR/VP16-NR2E3 two-hybrid, luciferase | inhibition of corepressor binding, % at 3.98 µM | 360,000 tested, 0.35% active | AID 602229;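 active = inhibition above the mean of all tested compounds plus 3 SD, cut at about 70% in these data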;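 note: 0% = DMSO with NR2E3 transfected cells and 100% = cells lacking NR2E3 construct; higher means lower luciferase signal from less NR2E3 corepressor binding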
Target sequence (Q9Y5X4 whole entry, looked up, the tested form may be a part): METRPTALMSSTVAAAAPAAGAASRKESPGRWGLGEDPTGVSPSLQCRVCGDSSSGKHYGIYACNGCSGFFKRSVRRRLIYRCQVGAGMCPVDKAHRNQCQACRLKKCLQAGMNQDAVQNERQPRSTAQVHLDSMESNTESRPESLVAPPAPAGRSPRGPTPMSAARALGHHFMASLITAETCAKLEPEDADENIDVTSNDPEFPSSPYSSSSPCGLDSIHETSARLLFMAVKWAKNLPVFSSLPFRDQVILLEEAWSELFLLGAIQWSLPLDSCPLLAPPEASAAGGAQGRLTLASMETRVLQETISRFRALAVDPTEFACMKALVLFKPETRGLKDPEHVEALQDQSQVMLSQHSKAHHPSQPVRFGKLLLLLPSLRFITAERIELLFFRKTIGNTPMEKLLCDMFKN
hiPSC survival: enhancers of human iPSC single-cell survival; hiPSC single-cell survival, ATPlite luminescence; 100% = ROCK inhibitor wells, 0% = DMSO; survival enhancement, % at 20 µM; 360,000 tested, 0.044% active; AID 602274; in the data active = survival enhancement above about 18%;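 note: cells exposed to compounds for 16 hours before the ATP read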
NR2E3 ag-2: activates human photoreceptor nuclear receptor NR2E3; AID 2300; Q9Y5X4; 320,000 tested, 0.12% active; GST-NR2E3/biotin-RetCOR TR-FRET, 1536-well; inhibition of corepressor binding, % at 4.78 µM;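 active = percent inhibition above the cutoff of mean plus 3 SD of all tested compounds, set per screening campaign, cut at about 20% in these data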;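 note: 0% = DMSO wells and 100% = biotin wells as full block of FRET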
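System: GST-tagged NR2E3 plus biotinylated RetCOR corepressor; Amount: 1.35 nM GST-tagged NR2E3 final; Dosing: single nominal compound dose of 4.8 µM; Schedule: 5 h incubation at 4 °C; Technique: TR-FRET with europium anti-GST and streptavidin-D2, 340 nm excitation; Controls: biotin wells as high control, 0.6% DMSO wells as low control.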
CF NFkB block: cystic fibrosis NF-kB activation inhibition; inhibition, % at 5 µM; KKLEB NF-kB-GFP reporter, PAF-induced, GFP fluorescence overnight; 360,000 tested, 0.86% active;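 active = at least 50% inhibition at 5 µM, scaled per plate between neutral and stimulator controls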;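 note: PAF is a Pseudomonas aeruginosa culture filtrate used as stimulus; plate controls were PAF-stimulated DMSO wells for no effect and unstimulated DMSO wells for full effect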
TRAIL sens C8: caspase-8 TRAIL sensitization; NB7+C8 cells + TRAIL, ATPlite viability luminescence; inhibition (viability loss, TRAIL sensitization), % at 10 µM; 360,000 tested, 1% active; AID 624354;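 active = compounds causing at least 50% loss of cell viability in the single-dose screen, relative to plate controls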
* hit, by the source's call; . = no result given. An excerpt; count on the stated rates, not on these rows.

Results follow in this order: NR2E3 ag-2	HIF-2a inh	Peg3 promoter	NR2E3 ag-1	CF NFkB block	LMP1 NFkB inh	Shn3 inh set2	TRPM1 prom inh	hiPSC survival	TRAIL sens C8	KKLEB cytotox
> C=CCn1c(SCn2nnc3ccccc3c2=O)nnc1C1CCCCC1
 : 3	16	10	3	4	5	12	3	0.0	4	-3
> N#Cc1ccccc1OCC(=O)Nc1ccc(S(=O)(=O)N2CCOCC2)cc1
 : .	-3	-9	-4	-8	4	9	-16	-0.1	-7	-6
> CNC(=S)N1N=C(c2ccccc2)CC1c1ccccc1Cl (stereo unspecified)
 : -4	5	10	-34	24	-3	28	24	-2.4	-22	-14
> O=C(CN1CCN(Cc2ccc(F)cc2Cl)C1=O)NCCc1ccccc1
 : 3	-78	-34	-4	-8	-4	-8	.	3.0	5	1
> OCCC1CN(Cc2ccccn2)CCN1C1CCCC1 (stereo unspecified)
 : -3	14	10	-24	-2	6	-11	0	3.9	-7	12
> COc1ccc2nc3cc(Cl)ccc3c(C#N)c2c1
 : 1	-41	-15	-25	-27	1	3	-13	0.7	-5	10
> COc1ccc(CCCNC(=O)C2(C)Cc3c(-c4ccc5c(c4)OCO5)ccnc3O2)cc1 (stereo unspecified)
 : .	3	14	15	-1	.	-12	.	3.6	-3	-10
> CN(CC(=O)Nc1ccc(OC(F)(F)F)cc1)C(=O)c1ccccc1SCC(=O)N1CCCC1
 : .	4	-20	-11	-34	0	0	2	-0.4	10	13
> O=C(CN1CCN(C(=O)c2ccccc2)CC1)Nc1cc(S(=O)(=O)N2CCCC2)ccc1Cl
 : 3	9	26	-34	-14	1	19	2	0.3	-5	-28
> Cc1ccc(N(C(=O)c2ccc(S(=O)(=O)N3CCOCC3)cc2)C2C=CS(=O)(=O)C2)cc1 (stereo unspecified)
 : -3	14	6	14	-3	-3	-1	4	1.3	-10	0
> COC(=O)c1ccc(CN(c2ccccc2Cl)S(C)(=O)=O)cc1
 : 0	4	20	3	0	1	2	-3	-1.0	3	5
> COc1ccc2sc(-c3ccc(S(C)(=O)=O)cc3)c(-c3ccc(C(N)=O)cc3)c2c1
 : .	13	4	-21	2	13	11	6	-2.0	10	-17
> CCc1ccc(-c2cc(C)no2)cc1S(=O)(=O)N1CCCN(Cc2ccc(F)cc2)C1
 : -1	-6	32	-7	19	-5	4	39	0.4	13	-19
> COc1ccc(-c2nc(N)sc2C2(O)C(=O)Nc3c(Br)cc(F)cc32)cc1OC (stereo unspecified)
 : 0	14	17	-12	16	12	-14	-2	0.1	1	-7
> O=C(NCCCCc1ccccc1)c1ccc(F)cc1
 : 0	-77	-40	-26	1	-9	-16	-20	0.5	2	0
> COCCCN1C(=O)C(CC(=O)NCCN2CCOCC2)CC(C(=O)N(C)C)=C1C (stereo unspecified)
 : .	1	-2	12	-17	.	3	.	2.3	0	-20
> COc1ccc(N2C(=O)CC(Sc3n[nH]c(-c4cccc(C)c4)n3)C2=O)cc1 (stereo unspecified)
 : 4	-38	27	-10	-2	.	15	.	-0.1	-7	-2
> COc1cc(O)oc1C=Nc1ccc(Cl)cc1Cl
 : 3	4	12	-29	19	-1	-7	3	-2.1	1	-12
> N#CCCNCC1(c2ccccc2)CCCC1
 : 2	20	-1	-9	10	1	-43	7	-1.1	-10	-7
> Cc1ccc(C(=O)Nc2ccccc2)cc1S(=O)(=O)N1CCN(C)CC1
 : 4	-10	-10	-3	4	4	1	2	0.2	4	9
> CC(=O)Nc1sc(/C(C#N)=C\c2cccc(Cl)c2)nc1-c1ccc(C)cc1
 : -1	5	4	-13	-55	0	16	-6	-2.4	0	-8
> Cc1cccc(N(C)S(=O)(=O)c2c(C)[nH]c(C)c2C(=O)N2CCCC2)c1
 : -4	13	13	10	-11	-2	13	-6	0.4	-12	0
> COc1ccc(C(CNc2ccc(S(=O)(=O)N3CCCC3)cc2[N+](=O)[O-])N2CCCC2)cc1 (stereo unspecified)
 : 0	17	17	-25	2	-5	49	-15	-2.2	8	3
> Cc1cc(N/N=C\c2ccccc2)nc(-c2ccccc2O)n1
 : -1	-166	-97	-34	-25	-22	-36	-6	-2.9	56*	-27
> O=C(NCc1ccncc1)Nc1ccc(Cl)cc1Cl
 : 2	9	-9	-15	1	-2	4	1	2.4	5	-3
> CC1(C)Cc2nc(-c3ccccc3)nc(NNC(=O)c3ccco3)c2CO1
 : 3	14	4	-21	-2	-16	-9	-7	1.1	8	1
> O=C(O)c1ccccc1NS(=O)(=O)c1ccc2c(c1)OCCO2
 : 7	9	-1	-14	-8	0	15	8	-0.2	-2	1
> CCC1NC(=O)c2cccnc2-n2c1nc1ccc(F)cc1c2=O (stereo unspecified)
 : .	2	1	-33	-8	1	-6	.	2.2	-2	6
> Cc1ccc(O)c(C(=O)c2cnc3c(c2)c(C)nn3C)c1
 : 3	19	18	-10	-3	8	3	10	1.2	5	3
> C=CCn1c(SCC(=O)Nc2cc(C)on2)nc2c([nH]c3ccccc32)c1=O
 : -2	3	34	18	-26	-34	16	31	-0.4	22	-1
> COc1ccc(-n2nnnc2SCC(=O)N2C(C)CCCC2C)c(OC)c1 (stereo unspecified)
 : 2	-12	20	-5	-3	-4	-3	4	3.4	0	0
> Cc1ccc2c(Cl)c(C(=O)Nc3ccc4c(c3)OCO4)sc2c1
 : -6	-174	-156	-69	-16	-13	-27	-92	1.0	16	9
> O=C(NC1CCCCC1)C(c1ccco1)N(Cc1ccco1)C(=O)c1ccco1 (stereo unspecified)
 : -1	-21	13	9	4	-6	-4	4	3.9	-9	-5
> Cc1c(Cl)cccc1Nc1nc(N)nc(CSC(=S)N2CCOCC2)n1
 : 0	-95	-49	-19	11	-3	-5	-9	5.1	-12	-1
> CC(=O)Nc1cc2c(cc1C(=O)c1ccc(C)cc1)OCCO2
 : 0	3	15	-5	-14	-3	6	-4	4.1	-3	13
> CC(Sc1ccccc1)C(=O)NCC(c1ccco1)N1CCCCC1 (stereo unspecified)
 : 1	-1	-5	-4	9	-1	4	-15	-0.5	-31	0
> CC(C)(c1ccccc1)c1ccc(OCCn2cnc3ccccc3c2=O)cc1
 : 1	-10	-3	-16	6	-2	-33	-8	-0.7	4	-7
> CCCCCC#CCN1CCN(C23CC4CC(CC(C4)C2)C3)CC1
 : 0	9	11	14	7	-4	15	7	-0.4	18	-37
> CCOc1ccc(N2C(=O)CC(Cc3ccccc3OC)C2=O)cc1 (stereo unspecified)
 : 0	13	-7	-26	13	-1	-6	-11	0.0	3	-8
> O=C(O)COc1ccccc1/C=N/NC(=O)CN1CCN(Cc2ccc(Cl)cc2)CC1
 : -2	18	9	-5	-13	-1	-17	1	-0.6	13	17
> Cn1cnnc1Sc1ccc(CN2CCN(C3CCCC3)C(CCO)C2)o1 (stereo unspecified)
 : 2	12	0	-1	-4	-7	-7	-6	-0.4	-1	3
> O=C(O)COc1cccc2nsnc12
 : -5	4	2	0	-13	-2	4	5	2.6	-2	6
> O=C([O-])c1cc(-c2ccccc2)cc(-c2ccccc2)[n+]1CCc1ccc(Cl)cc1
 : .	-45	18	-33	-4	0	54	58	-1.4	39	-3
> COc1ccccc1N(CC(O)Cn1c2ccccc2c2ccccc21)S(=O)(=O)c1ccccc1 (stereo unspecified)
 : 0	21	18	-29	19	-3	3	12	1.4	-19	-18
> CC1(C)NC(=O)N(CCCCOc2ccc3c(c2)CCC3)C1=O
 : 2	-66	-24	-37	-7	4	-9	-22	0.4	-9	-2
> Cc1occc1-c1nnc(SCC(=O)NCc2ccco2)n1CC(C)C
 : -5	5	12	6	-10	1	7	5	0.7	-5	7
> CCCCn1cnc2sc(-c3ccccc3)cc2c1=O
 : -2	-205	-269	-113	12	-30	-49	-85	-3.2	4	-11
> COc1ccc(C=NNC(=O)c2ccccc2OCc2ccc(F)cc2)c(OC)c1
 : .	-38	-6	-17	32	15	14	-15	-0.6	12	-5
> COc1ccccc1NC(=O)CN1CCN(CC(=O)Nc2ccc(S(N)(=O)=O)cc2)CC1
 : 3	8	8	-20	-12	-11	3	-13	0.0	-14	-3
> COc1ccc(OCc2csc(N)n2)cc1
 : -3	-152	-213	-82	-6	-10	-53	-21	-0.9	32	0
> COc1ccc(CCNC(=O)CN2C(=O)NC3(CCOc4ccccc43)C2=O)cc1 (stereo unspecified)
 : .	3	-7	26	-2	-8	-3	6	-0.3	3	-11
> S=C(NCCc1ccccc1)N/N=C/c1c(Cl)cccc1Cl
 : -4	-5	5	-17	10	1	-8	8	-0.8	6	0
> CCCCCn1c(CNC(=O)CC)nc2ccccc21
 : 1	-2	19	-23	8	-2	2	.	-2.3	-8	-10
> O=C1/C(=C/c2ccc(F)cc2)SC(=S)N1CCCC(=O)N1CCCCC1CCO (stereo unspecified)
 : -3	26	58*	7	21	4	-44	7	-0.4	3	-12

Quoted at random: 2 records from the list
Results follow in this order: NR2E3 ag-2	HIF-2a inh	Peg3 promoter	NR2E3 ag-1	CF NFkB block	LMP1 NFkB inh	Shn3 inh set2	TRPM1 prom inh	hiPSC survival	TRAIL sens C8	KKLEB cytotox
> O=C(O)COc1ccccc1/C=N/NC(=O)CN1CCN(Cc2ccc(Cl)cc2)CC1
 : -2	18	9	-5	-13	-1	-17	1	-0.6	13	17
> O=C([O-])c1cc(-c2ccccc2)cc(-c2ccccc2)[n+]1CCc1ccc(Cl)cc1
 : .	-45	18	-33	-4	0	54	58	-1.4	39	-3

From PubChem
